# RSV CPE inhibition – RSV antiviral activity via CPE protection, HEp-2 cells, primary 10 µM value included (AID 2391). HEp-2 cells, RSV-induced CPE inhibition; higher % means a stronger effect. CPE inhibition, % at 10 µM, or IC50 in µM where a hit was titrated. 310,000 compounds, 0.13% hits; in the data active = a potency from the dose series; inconclusive = CPE inhibition mostly from about 23% at the one dose, without a potency; inactive = the rest, 99 in 100 with CPE inhibition below about 21%; also: strong numbers were not always called active
# Large T inhibition – SV40 large T antigen inhibitors, biochemical (AID 1903); SV40 large T antigen ATPase/helicase inhibition assay; higher % means a stronger effect; one-dose inhibition, % at 20 µM; IC50 in µM for titrated hits; 310,000 compounds, 0.39% hits; in the data active = a potency from the dose series; inconclusive = inhibition mostly from about 32% at the one dose, without a potency; inactive = the rest, 99 in 100 with inhibition below about 32%; also: strong numbers were not always called active
# Salmonella PhoP GFP – inhibitors of PhoP regulon expression, primary screen, Salmonella Typhimurium, GFP reporter (AID 1863); S. Typhimurium PhoP-regulated promoter GFP reporter, 4 h; higher % means a stronger effect; inhibition, % at 50 µM; hits with a dose series show IC50 in µM; 300,000 compounds, 0.16% hits;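 active = inhibition over 29.93%, a cutoff 3 SD above the screen mean, later confirmed by dose response; inconclusive = inhibition over 29.93% but no dose response follow-up; inactive = inhibition at most 29.93% or unconfirmed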;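 also: 0% = low Mg2+ inducing control and 100% = high Mg2+ repressing control; strong numbers were not always called active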
# West Nile antiviral – West Nile virus antiviral activity, cell-based, CPE readout (AID 1621); 290,000 compounds, 0.02% hits; one-dose CPE inhibition, % at 10 µM; IC50 in µM for titrated hits; West Nile virus-infected cells, CPE inhibition; higher % means a stronger effect; in the data active = a potency from the dose series; inconclusive = CPE inhibition mostly from about 3.7% at the one dose, without a potency; inactive = the rest, 99 in 100 with CPE inhibition below about 2.2%; also: strong numbers were not always called active
# PMI inhibitors – inhibitors of human PMI, primary screen, biochemical, fluorescence intensity, coupled assay (AID 1209) | Mannose-6-phosphate isomerase (Homo sapiens) | purified PMI enzyme, coupled fluorescence intensity; higher % means a stronger effect | 190,000 compounds, 0.42% hits | one-dose inhibition, % at 20 µM; IC50 in µM for titrated hits;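 also: plate controls were DMSO vehicle for no effect and wells lacking substrate for full effect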
# Ins promoter up – insulin promoter activators in MIN6 cells, imaging, high-content screening, mouse beta cells; MIN6 insulin promoter-GFP reporter; hits give high values; 190,000 compounds, 0.3% hits; AID 1625, 2009; z-score at 5 µM;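 active = z-score above 3 at 5 µM with at least 500 cells counted in the well; inconclusive = wells under 500 cells, flagged as cytotoxic or low count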
# TNAP activators – human TNAP enzyme activators, primary screen, biochemical, luminescent, no phosphate acceptor, uHTS (AID 1001) | 200,000 compounds, 0.03% hits | purified TNAP, luminescent activation assay, no phosphate acceptor; higher activation fold means a stronger effect | Alkaline phosphatase, tissue-nonspecific isozyme (Homo sapiens) | activation fold at 20 µM; hits with a dose series show EC50 in µM; in the data active = activation fold from about 3, or a potency from the dose series; inactive = the rest, 99 in 100 with activation fold below about 1.6; also: many of its hits are not listed in these tables
# PMI inhibition – human PMI inhibitors, high substrate, primary screen, biochemical, fluorescence intensity, high mannose 6-phosphate (AID 1220) | recombinant PMI enzyme, coupled fluorescence intensity; higher % means a stronger effect | 190,000 compounds, 0.66% hits | Mannose-6-phosphate isomerase (Homo sapiens) | one-dose inhibition, % at 20 µM; IC50 in µM for titrated hits
# ER stress rescue – rescue of cells from ER stress-induced death, primary screen, 384-well, CSM14.1, thapsigargin, ATP luminescence (AID 1222). CSM14.1 thapsigargin-induced death rescue, ATP luminescence; higher % means a stronger effect. cellular ATP content (survival), % at 20 µM, or EC50 in µM where a hit was titrated. 190,000 tested, under 10 active;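 active = EC50 below 50 µM in the dose-response confirmation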;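 also: death triggered by thapsigargin at about 15 µM added after 2 h compound pretreatment; cell ATP read after overnight thapsigargin exposure of roughly 18 to 22 hours; normalized against plate controls of thapsigargin alone and 5% DMSO vehicle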
# Ins promoter up cell count – recorded beside Ins promoter up, whose call it bears; cell count; measured here: cytotoxicity, nuclei count;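 total cells summed across four imaged fields per well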
# * marks the source's active call; other numbers are inactive results; ? = inconclusive; . = no result given. Rule as the data show it, unless noted: active = inhibition above about 50%; inactive = the rest.
compound	RSV CPE inhibition	Large T inhibition	Salmonella PhoP GFP	West Nile antiviral	PMI inhibitors	Ins promoter up	Ins promoter up cell count	TNAP activators	PMI inhibition	ER stress rescue
CNCCc1nc(N)n[nH]1	1.4%	10%	-7%	0.4%	-11%	0.21	777	1	-22%	2.3%
CC(C)COc1ccc(C2(C#N)CC[N+](C)(C)CC2)cc1	0.1%	1%	11%	0.7%	-5%	.	.	1.1	-2%	-1.0%
O=[N+]([O-])c1ccc(N2CCNCC2)cc1Sc1ccccn1	0.0%	12%	2%	?	5%	0.4	1344	0.9	8%	-3.1%
COc1cc2c(cc1OC)[C@@]13CCN4CC5=CCO[C@H]6CC(=O)N2[C@H]1[C@H]6[C@H]5C[C@H]43	-0.2%	7%	0%	-0.5%	-7%	0.55	1262	1	-3%	-1.7%
O=c1[nH]c(=S)n(CCC2=CCCCC2)c(O)c1C=NCCCn1ccnc1	0.2%	5%	6%	-0.1%	1%	0.1	983	0.8	-3%	-0.7%
CCCCCSc1cc(OC)c(CCNC)cc1OC	0.4%	-2%	-3%	-0.6%	4%	-0.96	823	1	7%	1.2%
Cc1ccc(N2C(=O)/C(=C/c3ccc(CN(CCC#N)S(C)(=O)=O)o3)C(=O)NC2=S)cc1C	-0.1%	?	-6%	0.0%	-19%	.	.	1	-71%	1.3%
CN1C(=O)c2ccccc2Sc2ccc(C(=O)N3CCC4(CC3)OCCO4)cc21	-0.5%	-1%	-6%	.	5%	0.32	1575	1.1	2%	-0.4%
Cc1ccc(OP(N)(=O)Oc2ccc(C)cc2)cc1	0.1%	0%	-1%	2.4%	-8%	-0.3	1247	1.1	-7%	.
Cc1cc(OCC(=O)N2CCC(C(N)=O)CC2)c2c3c(c(=O)oc2c1)CCCC3	1.4%	4%	0%	0.5%	.	.	.	.	.	.
O=C1NC(=O)N(c2cccc(F)c2)C(=O)/C1=C/c1ccc(N2CCOCC2)cc1	.	17%	-6%	1.0%	.	2.4	1437	.	.	.
Cc1cc(C)cc(N2C(=O)NC(=O)/C(=C\c3cc(C)n(C)c3C)C2=O)c1	1.2%	14%	-4%	-0.2%	-6%	-0.26	1391	1	-6%	-0.9%
CCN1C(=O)/C(=C\c2ccc([N+](=O)[O-])s2)C(=O)NC1=S	.	92µM*	-6%	-0.2%	-31%	.	.	0.9	-57%	-1.4%
C=CCN1C(=O)NC(=O)/C(=C/c2cnc(SC)nc2)C1=O	2.2%	-13%	-9%	0.4%	-12%	0.57	1572	1.1	-34%	-1.6%
CN(C)C(=O)Oc1cccc2c(OC(=O)N(C)C)cccc12	1.4%	-5%	1%	0.1%	6%	0.53	966	1.1	4%	0.6%
CC/C=C/CC(=O)N[C@@H](c1ccccc1)[C@@H](O)C(=O)O[C@H]1C[C@@]2(O)[C@@H](OC(=O)c3ccccc3)C3[C@](C)(C(=O)[C@H](OC(C)=O)C(=C1C)C2(C)C)[C@@H](O)C[C@H]1OC[C@@]31OC(C)=O (some centres undefined)	1.9%	11%	3%	?	.	.	.	.	.	.
CCCCCCn1c(=O)c(C(=O)Nc2ncccc2C)c(O)c2ccccc21	6.5%	6%	9%	-2.4%	.	.	.	.	.	.
N#CC1=C(N)Oc2c(c(=O)oc3ccccc23)C1c1cccnc1 (centres undefined)	0.6%	13%	-10%	-0.1%	-1%	0.42	1202	1.1	13%	-7.0%
O=C1NC(=O)N(c2ccccc2)C(=O)/C1=C\c1ccc2c3c(cccc13)CC2	6.0%	68µM*	-21%	0.5%	-4%	-0.75	1552	1	-3%	-1.1%
C=CCn1c(O)c(C=NC2CCN(Cc3ccccc3)CC2)c(=O)[nH]c1=O	-1.3%	10%	2%	-0.1%	.	-0.2	989	.	.	.
CC(=O)c1cn(Cc2ccc(F)cc2)c2ccccc12	5.2%	18%	7%	-0.7%	.	.	.	.	.	.
C=CCn1c(O)c(C(C)=NCc2ccco2)c(=O)[nH]c1=O	0.1%	2%	3%	0.6%	-1%	-1	951	1.1	-2%	-0.8%
CCCCn1c(NS(=O)(=O)c2ccccc2)c(C(=O)OCC)c2nc3ccccc3nc21	5.9%	8%	-14%	-0.8%	-7%	0.49	1082	1.3	42%	0.9%
COc1ccccc1CC(=O)N1CCN(CCc2ccccc2)CC1	1.3%	11%	-1%	-0.9%	.	.	.	.	.	.
O=c1[nH]c(=O)n(CCc2ccccc2)c(O)c1C=NCCN1CCNCC1	0.1%	0%	3%	.	-7%	0.28	1116	1	-12%	-1.7%
CN1CCc2nc3sc(C#N)c(N)c3c(-c3cccs3)c2C1	.	11%	6%	2.4%	-6%	.	.	1	-34%	8.9%
COc1ccc(CCNCc2ccccc2)cc1	-0.6%	-34%	8%	-0.5%	.	.	.	.	.	.
COC(=O)CCCCC1SCC(NC(=O)c2ccccc2)C1Cl (centres undefined)	0.9%	12%	0%	0.0%	-2%	-0.08	1436	1.1	-2%	1.6%
COC1=CC=C2[C@H]3Cc4ccc(OC)c5c4[C@@]2(CCN3C)[C@H]1O5	0.5%	-1%	10%	-0.2%	.	.	.	.	.	.
COc1ccc(CN2CCCC(C(=O)c3sccc3C)C2)cc1O (centres undefined)	-1.8%	3%	9%	-0.7%	-2%	-1.1	1496	1	1%	-1.3%
O=C1/C(=C/c2cccnc2)N2CCC1CC2	3.3%	8%	5%	0.0%	-5%	0.09	1222	1.1	-1%	-0.2%
CCC(=O)OC1(c2ccccc2)C(C)CN(C)CC1C (centres undefined)	-0.3%	-1%	-2%	-0.3%	-3%	-0.33	1383	1	-3%	0.6%
CCOC(=O)C(O)(c1ccc(NC(=O)NC)cc1)C(F)(F)F (centres undefined)	0.7%	10%	-4%	0.3%	.	-0.01	1027	.	.	.
O=C(/C=C/c1ccccc1)NCCc1cnc[nH]1	-0.1%	2%	-2%	-0.8%	19%	1.3	1150	1	5%	-1.8%
COc1ccc(C2SCC(=O)Nc3c2c(C)nn3-c2ccccc2)cc1OC (centres undefined)	-0.6%	-18%	9%	-0.2%	-4%	-0.42	1676	1.1	1%	4.6%
Nc1c2c(nc3sc4c(c13)CCCCC4)CCCC2	16%	4%	1%	-1.6%	1%	-0.64	1163	1.1	-9%	-1.1%
Cc1ccc(-n2c(O)c(/C=N/NC(=O)c3ccncc3)c(=O)[nH]c2=O)cc1	0.5%	13%	-8%	-0.1%	14%	-0.02	1450	1	3%	-1.1%
O=C(Nc1ccccc1)Oc1ccccc1	-0.5%	-4%	8%	0.4%	-8%	-0.69	887	1	0%	-1.2%
COc1ccccc1-n1c(O)c(/C=C2\C=Nc3ccccc32)c(=O)[nH]c1=O	2.2%	14%	-3%	-0.9%	.	.	.	.	.	.
CCCCCCn1c(=O)c(C(=O)Nc2c(C)n(C)n(-c3ccccc3)c2=O)c(O)c2ccccc21	7.7%	6%	-5%	-0.8%	.	-0.66	1032	.	.	.
NNCc1cccc(O)c1	-0.8%	30%	2%	0.2%	.	-0.52	1041	.	.	.
Cc1oc(-c2ccc(F)cc2F)nc1CN1C[C@@H]2C[C@@H](C1)c1cccc(=O)n1C2	2.1%	7%	3%	-0.8%	2%	-0.67	1369	1	4%	0.8%
CN(C)CC1CCCCC1OC(=O)c1ccc(Cl)c(Cl)c1 (centres undefined)	0.6%	2%	-2%	-0.2%	-9%	0.43	1261	1.1	-6%	-0.7%
CCOC(=O)C1(CCCc2ccccc2)CCN(C2CCC2)CC1	2.6%	15%	-1%	-0.7%	3%	0.58	1663	1	4%	1.9%
CCn1ccnc1CN1CCCC(C(=O)c2ccc(OC)cc2OC)C1 (centres undefined)	2.8%	3%	7%	-1.6%	5%	.	.	1.1	5%	-1.2%
COC(=O)C[C@]1(C(=O)OC)CN(C#N)N(c2ccc(Cl)cc2)C12c1ccccc1-c1ccccc12	-2.1%	9%	-1%	-0.8%	2%	?	.	1	6%	-1.9%
Cc1nc2ccccc2c(=O)n1-n1cnnc1	-0.8%	6%	1%	0.5%	-4%	-0.08	1529	1	2%	-1.7%
Clc1cccc(N2CCNCC2)c1Cl	-2.1%	8%	-7%	-0.2%	-6%	.	.	1.1	-13%	-2.5%
Cc1c2cnn(CC(=O)N3CCC4(CC3)OCCO4)c(=O)c2c(C)n1Cc1cccc(Cl)c1	21%	9%	-13%	-0.3%	.	.	.	.	.	.
O=C(c1ccccc1)c1cn(CC(=O)N2CCOCC2)c2ccccc12	1.4%	12%	1%	.	16%	0.55	1216	1.1	5%	-0.6%
C=CCn1c(O)c(C=Nc2ccc(N(CC)CC)cc2)c(=O)[nH]c1=O	0.2%	20%	-4%	3.0%	2%	-0.57	1269	1.1	4%	.
CCCCn1c(O)c(C(CC)=NCc2ccc3c(c2)OCO3)c(=O)[nH]c1=O	2.5%	12%	6%	0.9%	14%	-2	1394	1.1	5%	2.6%
COC(=O)C1=C(c2cc3ccccc3s2)C[C@@H]2CC[C@H]1N2C(=O)NCc1ccc(F)cc1	?	2%	-9%	0.6%	.	.	.	.	.	.
COc1ccc(C(=O)OC2C[C@H]3CC[C@@H](C2)N3O)cc1OC (some centres undefined)	0.6%	27%	-1%	-0.7%	.	.	.	.	.	.
c1ccc2c(c1)CSc1ccccc1C2C1=NCCN1 (centres undefined)	0.9%	18%	-1%	.	20%	-0.02	1211	1.2	9%	0.4%

# 5 compounds from above, showing only West Nile antiviral, ER stress rescue and Large T inhibition:
molecule	West Nile antiviral	ER stress rescue	Large T inhibition
Clc1cccc(N2CCNCC2)c1Cl	-0.2%	-2.5%	8%
Cc1c2cnn(CC(=O)N3CCC4(CC3)OCCO4)c(=O)c2c(C)n1Cc1cccc(Cl)c1	-0.3%	.	9%
O=C(c1ccccc1)c1cn(CC(=O)N2CCOCC2)c2ccccc12	.	-0.6%	12%
C=CCn1c(O)c(C=Nc2ccc(N(CC)CC)cc2)c(=O)[nH]c1=O	3.0%	.	20%
CCCCn1c(O)c(C(CC)=NCc2ccc3c(c2)OCO3)c(=O)[nH]c1=O	0.9%	2.6%	12%

# Compound activity from PubChem BioAssay.

# This is a subset; rates above refer to the full screens.
